Bioassay records from PubChem BioAssay.
RGS4 block: human RGS4 inhibition. 310,000 tested, 0.45% active. P49798. B-score at 10 µM. HEK293 M3R/RGS4 inducible, Fluo-4 calcium flux; active compounds read high; triggered by carbachol at its EC20;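 active = B-score, a plate-corrected calcium signal, over three deviations above library mean, with baseline fluorescence within five deviations of library mean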;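 note: RGS4 expression induced by doxycycline in cells with stable M3 receptor; B-score is computed from the integrated fluorescence ratio over baseline after carbachol; higher B-score means a larger calcium signal and so more RGS4 inhibition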
HDAC3 inhib: inhibitors of human histone deacetylase 3; O15379; recombinant HDAC3, fluorogenic peptide/trypsin coupled, fluorescence; inhibition, % at 8.3 µM; 320,000 tested, 0.15% active; in the data active = inhibition above about 26%, passing the limit was not always enough
MrgX1 allo act: allosterically activates human MrgX1 receptor signaling | Q96LB2 | MrgX1-HEK293, Fluo-4 calcium flux, FDSS; active compounds read high | B-score at 10 µM | 310,000 tested, 0.63% active | AID 588675;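 active = plate-corrected calcium response at least 3 library SD above typical, normal starting fluorescence, not activating the receptor alone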;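 note: compound read alongside a low EC10 to EC30 dose of BAM8-22 agonist; peak minus trough fluorescence over baseline measured at the second addition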
TMEM16A act: mouse TMEM16A channel activation, primary screen. B-score at 10 µM. 340,000 tested, 0.3% active. HEK293 TMEM16A/YFP-H148Q/I152L, iodide quench fluorescence; active compounds read low. Q8BHY3. AID 623877;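 active = fluorescence-ratio B-score plate-corrected deviation score at least 3 library SD below zero, with starting fluorescence score within 5 deviations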;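 note: channel opened by trigger with iodide after compound preincubation; score built on the fluorescence ratio of max minus min over baseline; more negative score means more quench and so TMEM16A activation or potentiation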
Target sequence (Q8BHY3 whole entry, looked up): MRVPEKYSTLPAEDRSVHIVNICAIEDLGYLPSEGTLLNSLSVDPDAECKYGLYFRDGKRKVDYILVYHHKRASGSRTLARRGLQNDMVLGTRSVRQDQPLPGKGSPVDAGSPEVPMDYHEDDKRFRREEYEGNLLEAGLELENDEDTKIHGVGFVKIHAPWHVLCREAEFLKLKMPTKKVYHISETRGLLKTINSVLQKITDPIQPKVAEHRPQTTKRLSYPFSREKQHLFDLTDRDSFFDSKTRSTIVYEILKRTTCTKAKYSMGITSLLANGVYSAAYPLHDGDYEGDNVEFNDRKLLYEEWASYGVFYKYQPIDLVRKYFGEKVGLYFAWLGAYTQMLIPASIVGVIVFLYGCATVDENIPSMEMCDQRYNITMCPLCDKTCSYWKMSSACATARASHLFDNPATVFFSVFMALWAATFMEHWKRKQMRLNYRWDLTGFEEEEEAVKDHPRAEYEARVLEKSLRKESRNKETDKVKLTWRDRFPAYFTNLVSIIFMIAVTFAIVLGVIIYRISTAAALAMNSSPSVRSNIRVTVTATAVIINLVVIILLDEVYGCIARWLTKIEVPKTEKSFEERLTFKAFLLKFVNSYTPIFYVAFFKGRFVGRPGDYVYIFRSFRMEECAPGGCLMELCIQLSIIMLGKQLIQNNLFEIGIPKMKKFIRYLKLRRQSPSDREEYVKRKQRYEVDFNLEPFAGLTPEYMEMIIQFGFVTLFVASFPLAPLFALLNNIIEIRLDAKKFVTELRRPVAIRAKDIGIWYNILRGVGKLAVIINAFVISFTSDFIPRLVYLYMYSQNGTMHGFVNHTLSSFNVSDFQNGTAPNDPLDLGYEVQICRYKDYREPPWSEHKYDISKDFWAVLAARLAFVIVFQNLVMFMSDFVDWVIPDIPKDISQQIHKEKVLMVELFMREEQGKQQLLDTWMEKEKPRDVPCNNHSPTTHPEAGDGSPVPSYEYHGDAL
MrgX1 antag: antagonists of human MrgX1 receptor; AID 588676; Q96LB2; MRGX1-HEK293 calcium flux, Fluo-4, BAM8-22 antagonism; active compounds read low; B-score at 10 µM; 310,000 tested, 1.3% active;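 active = calcium-response B-score plate-corrected more than 3 library SD below zero, starting fluorescence within 5 deviations, no agonist response on first addition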;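 note: peak minus trough fluorescence over baseline after final BAM8-22 challenge near maximal dose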
TRPC6 activator: mouse TRPC6 channel activation | HEK293-TRPC6 membrane potential dye fluorescence; active compounds read high | B-score at 10 µM | 310,000 tested, 0.13% active;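 active = B-score of the integrated fluorescence ratio above library mean plus 3 SD, and starting fluorescence ratio within library mean plus 5 SD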;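 note: higher score means more depolarization so channel activation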
SKKanGAS inh: SKKanGAS growth inhibition; S. pyogenes SKKanGAS, kanamycin growth, BacTiter-Glo, 6 h; inhibition, % at 7.5 µM; 300,000 tested, 1.3% active;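 active = mean replicate score, as percent of positive control median, at least 50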;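 note: strain carries kanamycin resistance gene driven by streptokinase promoter and grows in 40 µg/ml kanamycin; loss of luminescence reflects streptokinase promoter inhibition or plain growth inhibition; 0% = median of DMSO wells and 100% = positive control at its reference dose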
TMEM16A inh: inhibitors of mouse TMEM16A calcium-activated chloride channel; normalized B-score (activity score, 25-100; higher = stronger inhibition) at 10 µM; HEK293 TMEM16A/YFP iodide influx fluorescence, ionomycin; Q8BHY3; AID 588511; 310,000 tested, 1.2% active;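 active = ratio plate-corrected score three or more library SD toward inhibition, starting fluorescence score within five deviations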;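 note: score derived from kinetic fluorescence span divided by baseline fluorescence per well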
MrgX1 agonist: activates human MrgX1 receptor signaling; Q96LB2; MrgX1-HEK293 cells, Fluo-4 calcium fluorescence, agonist mode; active compounds read high; B-score at 10 µM; 310,000 tested, 0.44% active; AID 588627;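 active = calcium response B-score plate-corrected fluorescence ratio at least 3 library SD, with starting fluorescence B-score inside 5 SD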
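Material – MrgX1-expressing HEK293 cells · Input – 15,000 cells seeded per well · Dosing – compound as first of three additions · Times – overnight seeding, then 1 h dark dye loading · Measured by – kinetic Fluo-4 NW fluorescence of intracellular calcium · Read-out – B-scored fluorescence response ratio · Benchmarks – positive and negative control wells on each plate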
TRPC6 inhibitor: inhibitors of mouse TRPC6 channel; HEK293-TRPC6, membrane potential dye, ACh-evoked depolarization; active compounds read low; B-score at 10 µM; 310,000 tested, 1.1% active;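 active = B-score under library mean minus 3 SD, initial fluorescence not abnormally high, positive integrated signal ratio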;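 note: B-score derived from integrated fluorescence ratio over the kinetic read; more negative B-score means stronger inhibition of depolarization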
RGS4 act: potentiators or activators of RGS4. 310,000 tested, 0.92% active. B-score at 10 µM. AID 463111. HEK293 M3R/inducible RGS4, carbachol calcium flux Fluo4; active compounds read low;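 active = B-score of the integrated calcium signal more than 4 SD below the library mean, with starting fluorescence not abnormally high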;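 note: negative B-score means reduced calcium response which marks RGS4 activation or potentiation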
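Reagent: ECmax carbachol challenge; Test system: M3R-expressing HEK293 line, RGS4 induced by doxycycline; Schedule: overnight RGS4 induction, 30 min dye load 37 °C, 20 min compound RT; Detection: calcium dye Fluo4 fluorescence; Read-out: Agonist-evoked peak-minus-minimum fluorescence over baseline, integrated ratio, B score.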
* = called active by the depositor; i = inactive; . = not tested or not shown.

SMILES | RGS4 block | HDAC3 inhib | MrgX1 allo act | TMEM16A act | MrgX1 antag | TRPC6 activator | SKKanGAS inh | TMEM16A inh | MrgX1 agonist | TRPC6 inhibitor | RGS4 act
CN(C)S(=O)(=O)c1ccc(C(=O)NCC(=O)N/N=C/c2cccs2)cc1 | i | 7.8 | i | i | i | i | -6.1 | i | i | i | i
O=C(CSc1n[nH]c(-c2ccncc2)n1)Nc1ccc(Br)cc1 | i | -2.3 | i | i | i | i | 5.4 | i | i | i | i
O=C(Nc1nc(-c2cc3ccccc3oc2=O)cs1)c1ccc(Br)o1 | i | 1.4 | i | i | i | i | 39.6 | i | i | i | i
COc1cccc(Nc2nc(CN3CCOCC3)nc3sc4c(c23)CCCC4)c1 | i | -1.5 | i | i | i | i | -6.7 | i | i | i | i
CC(=O)OCc1nc2sc3c(c2c(=O)[nH]1)CCCC3 | i | 1.8 | i | i | i | i | 23.3 | i | i | i | i
COc1ccc(COCCN2CCN(S(=O)(=O)c3ccc(C)cc3)CCC2=O)cc1 | i | -3.8 | i | . | i | i | -3.7 | i | i | i | i
COc1ccc(N2CCN(C3CCCN(Cc4cccc(OC)c4)C3)CC2)cc1 (stereo not drawn) | i | -1.2 | i | i | i | i | -6.6 | i | i | i | i
COC(C(=O)Nc1cccc([N+](=O)[O-])c1)c1ccccc1 (stereo not drawn) | i | 3.4 | i | i | i | i | 0.8 | i | i | i | i
COc1ccc(N(CC(=O)NCC2CCCO2)S(=O)(=O)c2ccccc2)cc1OC (stereo not drawn) | i | -2.6 | i | i | i | i | 5.5 | i | i | i | i
CN(Cc1ccccc1)S(=O)(=O)c1ccc(Cl)c(C(=O)NCc2cccnc2)c1 | i | -0.9 | i | i | i | i | 8.9 | i | i | i | i
O=C(NC(=S)Nn1cnnc1)c1ccccc1Cl | i | 0.9 | i | i | i | i | -1.0 | i | i | i | i
c1c2c(cc3sc(N4CCOCC4)nc13)OCCO2 | i | 4.5 | i | i | i | i | 13.3 | i | i | i | i
O=C(CN1CCN(c2ccc(F)cc2)CC1)N1CCC(Cc2ccccc2)CC1 | i | 3.3 | i | i | i | i | -5.7 | i | i | i | i
O=C(NCc1ccco1)/C(=C/c1ccc([N+](=O)[O-])cc1)NC(=O)c1ccco1 | i | -3.9 | i | i | i | i | -1.2 | i | i | i | i
COc1cc(OC)cc(-c2nnc(NC(=O)Cc3ccc(F)cc3)o2)c1 | i | -2.5 | i | i | i | i | 1.4 | i | i | i | i
Cc1cc2ncc(-c3ccccc3)nc2cc1C | i | -8.5 | i | i | i | i | 5.6 | i | i | i | i
COC(=O)CCN(C(=O)c1cc([N+](=O)[O-])cc([N+](=O)[O-])c1)c1ccccn1 | i | -4.9 | i | i | i | i | 4.3 | i | i | i | i
COc1ccc(C(C)=O)cc1CSCCC#N | i | -4.1 | i | i | i | i | 1.0 | i | i | i | i
CNC(=O)c1ccsc1NC(=O)CCS(=O)(=O)c1ccc(C)cc1 | i | -2.9 | i | i | i | i | 0.5 | i | i | i | i
CCc1ccc(/C=C2/C(=O)N(C)C(=S)N2CC(=O)OC)s1 | i | 3.6 | i | i | i | i | -11.5 | i | i | i | i
COc1cc(/C=C(\C#N)c2nc3ccccc3[nH]2)ccc1OC(=O)c1ccco1 | i | 7.1 | i | i | i | i | 4.9 | i | i | i | i
CCCN1C2CCCC1CC(NC(=O)c1ccc(C(C)(C)C)cc1)C2 (stereo not drawn) | i | 1.1 | i | i | i | i | -0.6 | i | i | i | i
O=c1cc(-c2ccc(O)cc2)oc2cc(O)cc(O)c12 | i | 5.4 | i | i | i | i | 19.2 | i | i | i | i
Cc1nc2ccccc2c2oc(C(=O)N3CCc4ccccc4C3)cc12 | i | -1.4 | i | i | i | i | 10.2 | i | i | i | i
O=C(NCC1CCCO1)C(=O)N/N=C/c1cccc(Cl)c1 (stereo not drawn) | i | 3.6 | i | i | i | i | 2.8 | i | i | i | i
c1cc(-n2nnc3cnccc32)ccn1 | i | 5.9 | i | i | i | i | -1.5 | i | i | i | i
Cc1ccc(-c2csc(NC(=O)c3cccs3)n2)cc1 | i | -11.0 | i | i | i | i | 26.3 | i | i | i | i
CSc1nnc2c(n1)OC(c1cn(C)c3ccccc13)N(C(C)=O)c1ccccc1-2 (stereo not drawn) | i | 6.3 | i | . | i | i | 13.0 | i | i | i | i
Cc1ccccc1NC(=O)CN1C(=O)S/C(=C/c2cccnc2)C1=O | i | -6.4 | i | i | i | i | 1.8 | i | i | i | i
CCn1cc(C2=NOC(C(=O)Nc3ccccc3C(=O)OC)C2)c(C)n1 (stereo not drawn) | i | -3.6 | i | i | i | i | -0.1 | i | i | i | i
C=CCn1c(SCC(=O)NCCCC)nc2scc(-c3ccco3)c2c1=O | i | -9.5 | i | i | i | i | 11.7 | i | i | i | i
Cc1sc(NC(=O)CS(=O)(=O)c2ccccc2)c(C(N)=O)c1C | i | -2.9 | i | i | i | i | -5.8 | i | i | i | i
Cc1cc(C)nc(SCC(=O)NN=C2CCCC2)n1 | i | 4.0 | i | i | i | i | -0.2 | i | i | i | i
C=CCOC(=O)C(C#N)c1nc2ccccc2nc1N1CCN(c2ccccc2OCC)CC1 (stereo not drawn) | i | 0.1 | i | i | i | i | 4.6 | i | i | i | i
Brc1ccc(-c2noc(COc3ccc4c(c3)CCC4)n2)o1 | i | 6.8 | i | i | i | i | 13.9 | i | i | i | i
CCOc1ccccc1Nc1nc2ccccc2n1C(C)C | i | -3.2 | i | i | i | i | 17.0 | i | i | i | i
CCOc1ccccc1NC(=O)CSc1n[nH]c(=O)n1-c1ccccc1 | i | 13.0 | i | i | i | i | -5.7 | i | i | i | i
Cc1ccc2cc(CCNC(=O)C3CCCCC3)c(=O)[nH]c2c1C | i | 8.9 | i | i | i | i | 4.3 | i | i | i | i
CC(C)Oc1ccc(C(=O)Nc2nnc(C3=COCCO3)o2)cc1 | i | 4.2 | i | i | i | i | 72.7* | i | i | i | i
O=C(NCc1ccccc1)c1onc(CSc2nc3ccccc3[nH]2)c1C(=O)NCc1ccccc1 | i | 4.7 | i | i | i | i | 37.3 | i | i | i | i
CCCCn1cnc2cc(C)c(C)cc21 | i | -6.2 | i | i | i | i | 15.8 | i | i | i | i
Cc1ccccc1OCC(=O)NNC(=O)c1ccc(-c2ccccc2)cc1 | i | -2.7 | i | i | i | i | 0.9 | i | i | i | i
Cc1ccccc1C(=O)N1CCC(C(=O)Nc2ccc(S(=O)(=O)N3CCCC3)cc2)CC1 | i | 4.9 | i | i | i | i | -0.8 | i | i | i | i
N#Cc1cc(C(=O)c2cc(Cl)ccc2O)cn(CC2CCCO2)c1=O (stereo not drawn) | i | -0.2 | i | i | i | i | 15.3 | i | i | i | i
C/C=C/CSc1nc2c(c(=O)[nH]c(=O)n2C)n1C(C)C | i | -16.3 | i | i | i | i | . | i | i | i | i
O=C(CSc1nnc(NC(=O)C2CCC2)s1)NC1CC1 | i | -2.9 | i | i | i | i | 5.9 | i | 40.1* | i | i
O=C(CSc1nnc(NC(=O)C2CC(=O)N(c3ccccc3)C2)s1)NCC1CCCO1 (stereo not drawn) | i | -3.4 | i | i | i | i | -0.7 | i | i | i | i
CCOC(=O)c1cccc(NC(=O)c2cnc3ccccc3n2)c1 | i | 6.2 | i | i | i | i | -8.7 | i | i | i | i
CCCn1nc2cc(C(=O)NCC34CC5CC(CC(C5)C3)C4)ccc2c1OCC | i | -14.8 | i | i | i | i | 5.8 | i | i | i | i
COc1ccc(CNC(=O)CN(C(=O)c2csnn2)c2ccccc2F)cc1 | i | 1.9 | i | i | i | i | -14.2 | i | i | i | i
Cc1ccnc2nc(C(=O)Nc3nccs3)nn12 | i | 6.3 | i | i | i | i | 8.1 | i | i | i | i
CCCC(=O)c1c[nH]c(C(=O)NCc2cccnc2)c1 | i | -1.5 | i | i | i | i | -2.2 | i | i | i | i
O=C(NCC(c1ccc(F)cc1)N1CCOCC1)c1ccc(Br)o1 (stereo not drawn) | i | 1.0 | i | i | i | i | -4.4 | i | i | i | i
Cc1ccc2c(c1C)NC(C)CC2C (stereo not drawn) | i | 3.9 | i | i | i | i | 1.8 | i | i | i | i
C/C(=N\NC(=O)c1nn(C)cc1Br)c1ccc(NC(=O)c2ccncc2)cc1 | i | -1.2 | i | i | i | i | 6.1 | i | i | i | i
CCCCN(C)C(=O)c1nc2ccccn2c1CN1CCN(C(=O)c2cccs2)CC1 | i | 2.6 | i | i | i | i | -14.0 | i | i | i | i
COc1ccc(/C=C(/NC(=O)c2ccco2)C(=O)Nc2cccc(C(=O)O)c2)cc1 | i | 8.1 | i | i | i | i | -1.0 | i | i | i | i
CCc1nc2ccccc2c(=O)n1NC(=O)c1c(O)c2cccc3c2n(c1=O)CCC3 | i | -4.8 | i | i | i | i | 45.8 | i | i | i | i
COc1ccc(NC(=O)c2cc(CC(C)C)on2)cc1OC | i | 5.8 | i | i | i | i | 0.0 | i | i | i | i
COc1cccc(Oc2nccc(N(C)C)c2C#N)c1 | i | 8.3 | i | i | i | i | -13.6 | i | i | i | i

(list continues)
SMILES | RGS4 block | HDAC3 inhib | MrgX1 allo act | TMEM16A act | MrgX1 antag | TRPC6 activator | SKKanGAS inh | TMEM16A inh | MrgX1 agonist | TRPC6 inhibitor | RGS4 act
O=C(Nc1ccc2c(c1)OCCO2)c1cncc(Br)c1 | i | -2.1 | i | i | i | i | 3.7 | i | i | i | i
CCOCCCNC(=O)c1c[nH]c2ccc(C)cc2c1=O | i | -1.2 | i | i | i | i | -7.9 | i | i | i | i
CCOC(=O)c1ccc(NC(=O)CCc2nnc3ccc(N4CCCC4)nn23)cc1 | i | 8.5 | i | i | i | i | 3.4 | i | i | i | i
CCCCCCCC(=O)Nc1cc(C(=O)NCc2ccc(C)cc2)ccc1N1CCC2(CC1)CC(c1ccccc1)=NO2 | i | -4.1 | i | i | i | i | 11.5 | i | i | i | i
COc1cc2[nH]c(=S)nc(Nc3ccc(NC(C)=O)cc3)c2cc1OC | i | 7.1 | i | i | i | i | -0.2 | i | i | i | i
Cc1ccc(-c2noc(CCC(=O)Nc3ccccc3C)n2)cc1 | i | -1.0 | i | i | i | i | 3.5 | i | i | i | i
COc1ccc(S(=O)(=O)N2CCCCC2)cc1NC(=S)Nc1cccc(Cl)c1C | i | 11.9 | i | i | i | i | 1.4 | i | i | i | i
